HCV inhibitor: HCV inhibition. AID 651820. Huh7.5.1 HCVcc-Cre infection, luciferase reporter, 44 h. 340,000 tested, 3.4% active. Potency, µM (titrated, usually from 41.8 µM), without a hit: top-dose activity change, negative = inhibition, usual class: inhibitors; also: potency is read from the fitted curve at half-maximal effect; % is scaled to controls: 0 for no effect and ±100 for the full control effect
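Whole-lifecycle infectious HCVcc-Cre system; cells 1,000/well, compound then virus (~0.5 moi) added 4 h after plating, 44 h culture. Luciferase read 15 sec following 15 min substrate incubation, room temp.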
Pf growth 48h: inhibits P. falciparum growth in the first generation, 48 h. P. falciparum luciferase growth in erythrocytes, 48 h. Potency, µM (highest dose often 28.7 µM), for inactives: at the top dose activity change, negative = inhibition, actives largely listed as inhibitors. AID 504832. 310,000 tested, 5.9% active; also: potency is read from the fitted curve at half-maximal effect; % is scaled to controls: 0 for no effect and ±100 for the full control effect
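Parasite viability was followed by luminescence of a genomically integrated firefly luciferase. Cultures held 0.1% parasitemia at 2% hematocrit (final), incubated under 5% CO2 at 37 C.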
Shiga inhibitor: inhibitors of Shiga toxin in Vero cells; 290,000 tested, 9.2% active; Vero cells, Shiga toxin protein synthesis inhibition reporter; inhibition, % at 38.7 µM; in the data active = inhibition mostly above about 28%, no sharp cut-off; inactive = mostly below about 43%; also: 0% is about no effect
Tb PYK inh: inhibitors of Trypanosoma brucei pyruvate kinase; AID 624173; Q57TT1; 410,000 tested, 0.12% active; Potency, µM (doses to about 76.8 µM), inactives show at the highest dose activity, negative = inhibition, most hits filed as inhibitors; TbPYK enzyme, Kinase-Glo Plus ATP luminescence, 45 min; also: potency is read from the fitted curve at half-maximal effect; % is scaled to controls: 0 for no effect and ±100 for the full control effect; nearly all actives have a fitted effect of over 50% in size
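In this concentration-response screen, enzyme-free wells defined baseline while DMSO plates tracked drift. Each reaction combined TbPYK, substrate, compound and 130 uM ADP for 45 min at room temperature. Kinase-Glo Plus luminescence gave the signal.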
CHX counter: counter-screen hit for Shiga toxin inhibitors, cycloheximide. cell reporter, cycloheximide protein synthesis inhibition counterscreen. max response, %. 300,000 tested, 12% active. AID 2314; in the data active = max response mostly above about 13%, no sharp cut-off; inactive = mostly below about 14%; also: read at 38.3 µM for the half of the compounds with a filed dose; 0% is about no effect
Pf growth 96h: P. falciparum growth inhibition at 96 hour, primary screen for plastid delayed-death inhibitors | Potency, µM (doses to about 28.7 µM), for inactives: at the top dose activity change, negative = inhibition, most hits filed as inhibitors | 320,000 tested, 6.9% active | AID 504834 | P. falciparum luciferase reporter growth, 96 h; also: potency is read from the fitted curve at half-maximal effect; % is scaled to controls: 0 for no effect and ±100 for the full control effect
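Compounds incubated with erythrocytes infected by luciferase-expressing P. falciparum (2% hematocrit, 0.05% parasitemia final) for 96 hours, 37 C in 5% CO2. Growth inhibition scored as decreased luciferase luminescence.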
LmPK inhibitor: LmPK (Leishmania mexicana) enzyme inhibition; AID 1721; Potency, µM (highest dose often 57.5 µM), for the others: at the top dose activity change, negative = inhibition, usual class: inhibitors; 290,000 tested, 0.37% active; purified LmPK, Kinase-Glo ATP luminescence, 1 h; also: potency is read from the fitted curve at half-maximal effect; % is scaled to controls: 0 for no effect and ±100 for the full control effect
Target sequence (Q27686 whole entry, looked up): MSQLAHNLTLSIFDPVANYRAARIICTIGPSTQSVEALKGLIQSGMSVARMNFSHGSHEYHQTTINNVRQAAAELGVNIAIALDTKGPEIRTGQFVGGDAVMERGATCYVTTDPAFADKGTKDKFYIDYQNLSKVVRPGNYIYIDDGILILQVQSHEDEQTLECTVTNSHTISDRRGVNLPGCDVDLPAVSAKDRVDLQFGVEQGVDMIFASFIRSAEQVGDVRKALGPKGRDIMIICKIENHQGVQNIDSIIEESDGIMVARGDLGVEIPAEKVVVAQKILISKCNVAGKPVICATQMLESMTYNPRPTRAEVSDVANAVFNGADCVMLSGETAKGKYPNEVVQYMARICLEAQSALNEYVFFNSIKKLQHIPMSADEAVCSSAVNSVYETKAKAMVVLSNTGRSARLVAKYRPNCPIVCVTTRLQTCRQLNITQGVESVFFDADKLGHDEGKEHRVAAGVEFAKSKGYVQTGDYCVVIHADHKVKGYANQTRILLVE
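Purified LmPK (0.1 nM) with 0.5 mM PEP and 0.1 mM ADP in imidazole buffer pH 7.2 with MgCl2/KCl, 1 h at room temperature. ATP formed was read by luciferase luminescence and normalized to no-enzyme and uninhibited controls.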
Starred values were filed as active, the others as inactive; ? = inconclusive; . = not tested or not shown; & = joins results of further samples; [ ] = another dose, or the depositor's remark. Unless noted, calls follow the shape of the dose curve; as a rule, active = well fitted curve in the direction sought with a large enough effect; inconclusive = small, poorly fitted or top-dose-only effect, or another doubt; inactive = no such curve, though single readings can be large; an effect the other way counts as inactive or inconclusive.

SMILES | HCV inhibitor | Pf growth 48h | Shiga inhibitor | Tb PYK inh | CHX counter | Pf growth 96h | LmPK inhibitor
O=[N+]([O-])c1ccc(/C=N/Nc2nc(N3CCCCCC3)nc(N3CCCCCC3)n2)o1 | ? | 5.2µM* | -6 | -5% | -2 | ? | 3%
CCc1ccc(/C=N/NC(=O)C(=O)NCCCN2CCOCC2)cc1 | 8% | 13% | -6 | -2% | -5 | -10% | -3%
Cc1ccccc1OCC(=O)OCC(=O)c1ccc(-c2ccccc2)cc1 | -10% | 6% | -11 | -2% | 1 | 1% | -4%
Cc1csc(OCC(=O)Nc2ccc(C)c(C)c2)n1 | 8% | ? | 18 | 4% | 6 | 35%[activator] | -1%
CCCC(=O)NC(NC1CCS(=O)(=O)C1)C(Cl)(Cl)Cl (configuration not stated) | 17% | 39%[activator] | -9 | 3% | 5 | ? | 0%
Cc1ccc(S(=O)(=O)N(C)C)cc1NC(=O)COc1ccccc1C(=O)Nc1ccccc1 | ? | 12µM* | . | 2% | . | ? | .
O=S(=O)(c1ccccc1)N1CCC(c2ccccc2)CC1 | 4% | -5% | . | -3% | . | ? | .
C=CCn1c(COc2ccc(F)cc2)nnc1SCC(=O)c1c[nH]c2c(CC)cccc12 | 6% | -4% | -13 | 1% | -2 | -22% | -2%
COc1cc2nc(Cl)nc(N3CCN(C)CC3)c2cc1OC | . | 1% | -6 | . | 5 | -37% | -3%
COC(=O)c1ccc(COc2ccc(/C=C/C(=O)c3ccc(OC)c(CSCC(=O)O)c3)cc2OC)cc1 | -18% | ? | 10 | 1% | 16* | ? | -1%
COCC(=O)N1CCN(c2cccc(C(F)(F)F)c2)CC1 | 17% | -1% | -3 | 1% | 2 | 67%[activator] | -9%
CCOc1ccc(CCNC(=O)COC(=O)/C=C/c2ccccc2)cc1OCC | -12% | ? | . | 0% | . | -27% | .
Cc1ccccc1C(=O)NC(=S)NCC1CCCO1 (configuration not stated) | 17% | ? | 34 | 1% | 4 | -3% | -2%
c1ccc(-n2nnnc2Oc2ccc(-c3nnco3)cc2)cc1 | -22% | 12% | 17 | -6% | 6 | -1% | 0%
COc1ccccc1OCCC(=O)OCC(=O)Nc1ncc(Cl)cc1Cl | 35%[activator] | 13% | -3 | -7% | -3 | 8% | -5%
O=C(CN1CCCCCC1)Nc1ccc(Br)cn1 | -13% | -9% | 26 | -15% | 15* | 94%[activator] | 1%
O=C(Nc1nnc(SCC(=O)N2CCCc3ccccc32)s1)c1ccccc1 | 6% | 45%[activator] | 41* | -2% | 34* | 15% | -2%
CC(OC(=O)CCc1nc2ccccc2c(=O)[nH]1)C(=O)Nc1ccc2c(c1)OCO2 (configuration not stated) | 7% | 51%[activator] | -7 | -14% | 1 | 38%[activator] | 1%
CCN(CC)C(=O)/C(=C/c1cn(S(=O)(=O)N(C)C)c2ccccc12)NC(=O)c1ccc(OC)cc1 | -23% | ? | 7 | -8% | 10 | ? | 4%
COC(=O)[C@H]1C[C@@H]1[C@H](NC(=O)c1cnccn1)c1ccccc1 | 1% | 35%[activator] | -4 | 4% | -5 | -22% | -2%
Cc1noc(C)c1COc1ccc(C(=O)OCC(=O)Nc2ccc(S(N)(=O)=O)cc2)cc1 | -10% | -1% | . | 1% | . | 2% | .
COc1ccccc1COC(=O)c1cccc(S(=O)(=O)N2CCCC2)c1 | ? | ? | . | -2% | . | ? | .
Cc1sc2nc(SCC(=O)NCc3ccco3)n(Cc3ccccc3)c(=O)c2c1C | 2.2µM* | 10µM* | 19 | 0% | 14 | . | 3%
COc1ccc(CCC(=O)Nc2sc(C(=O)N(C)C)c(C)c2C#N)cc1 | 10% | 0% | -5 | -7% | 2 | ? | -1%
O=C(NC1CCC(NC(=O)C2CCCO2)CC1)C1CCCO1 (configuration not stated) | -4% | 9% | -14 | . | 8 | . | 0%
COc1ccc(N2CC(C(=O)Nc3ccccc3C(=O)NCc3ccco3)CC2=O)cc1 (configuration not stated) | -20%&-29% | ? | -6 | 5% | -1 | -16% | 2%
CCOC(=O)C1CCCN(C(=O)CCCn2c(=O)c3cccn3c3cccnc32)C1 (configuration not stated) | 0% | 25% | -9 | 0% | 2 | ? | -10%
Cc1cc(=O)oc(C)c1C(=O)NCCC1=CCCCC1 | 10% | 8% | 7 | -13% | -4 | 2% | 0%
CC(C)(C)OC(=O)c1c(N)n(CCCN2CCCC2=O)c2nc3ccccc3nc12 | ? | ? | 8 | -6% | 1 | 69%[activator] | 5%
Cc1cc(=O)[nH]c(SCc2cccc(Br)c2)n1 | 20% | 10% | 21 | 4% | 4 | . | -1%
Cc1ccc(C2=NN(CC(=O)NCc3cccs3)C(=O)CC2)cc1 | 15% | 20% | -9 | -9% | 7 | 54%[activator] | 4%
CCC/C(O)=C1\C(=O)CC(c2ccccc2)CC1=NCCc1c(C)[nH]c2ccccc12 (configuration not stated) | ? | 2.6µM* | -13 | -2% | 4 | ? | 4%
COc1cc2c(cc1OC)C(COc1ccc([N+](=O)[O-])cc1)N(C(C)=O)CC2 (configuration not stated) | 10µM* | ? | 16 | 0% | -3 | -8% | 2%
Cc1ccc(C(=O)Nc2ccc3ccccc3c2)cc1 | -24% | 132%[activator] | -5 | -11% | -3 | ? | 0%
O=S(=O)(/N=C(\Nc1ccc(F)cc1)C(F)(F)F)c1ccccc1 | 16% | 24% | -15 | 7% | 1 | 20% | 2%
Cc1cccc(C(=O)NCC(c2cccs2)N2CCOCC2)c1 (configuration not stated) | 23% | -13% | . | -17% | . | -3% | .
Cc1cccc(N2C(=N)SCC2=O)c1C | -2% | 4% | -5 | 0% | -2 | 99%[activator] | -2%
COc1ccc(Cn2ccnc2)cc1[N+](=O)[O-] | 5% | 12% | 34 | 0% | -6 | 27% | -6%
Cc1c(C(=O)N2CCc3ccccc32)oc2c1C(=O)CC(C)(C)C2 | ? | 21% | 69* | -9% | 32* | 20% | 0%
Cn1c(-c2ccccc2)c(/C=N/NC(=O)c2ccc(O)cc2)c2ccccc21 | 10µM* | 69%[activator] | 87* | 4% | 34* | ? | -2%
CCC(=O)NC1(Cc2ccc(O)cc2)CCCCC1 | 13% | 13% | -2 | 15% | -3 | 39%[1.15 µM] | 6%
CCOc1cc(C(=O)Nn2cnnc2)cc(OCC)c1OCC | 3% | -5% | -17 | 3% | -3 | 8% | 2%
COc1ccc(CN(C)C(=O)Cn2ccc(N)nc2=O)cc1OC | -5% | 27% | . | -4% | . | ? | .
Cc1cc(S(=O)(=O)N2CCOCC2)ccc1OCC(=O)Nc1ccccc1C(F)(F)F | -20% | 27% | -4 | 0% | -1 | 208%[activator] | 2%
COCC(C)NC(=O)COc1ccc(Cl)cc1Cl (configuration not stated) | ? | ? | 30 | 1% | -2 | ? | 3%
Cc1c(C(=O)Nc2ccccc2-c2ccccc2)cccc1[N+](=O)[O-] | -17% | -3% | -16 | 7% | -2 | -8% | 2%
Cc1ccc(CSc2nc3c(c(=O)[nH]2)C(c2ccncc2)C2=C(CCCC2=O)N3)cc1 (configuration not stated) | ? | ? | -7 | 7% | -3 | 3% | -2%
CC(=O)c1nn(-c2cccc(Cl)c2)cc1C(=O)c1ccco1 | ? | 32%[activator] | -6 | -12% | -3 | ? | 0%
CCOC(=O)C1(CCc2ccccc2)CCN(Cc2ccco2)CC1 | -21% | ? | -3 | 3% | 9 | ? | 0%
O=C(OCC(O)CO)c1ccccc1Nc1ccnc2cc(Cl)ccc12 (configuration not stated) | ? | 8.3µM* | . | -6% | . | ? | .
CCCCNc1nnc(SCC(=O)N2CCN(S(=O)(=O)c3ccc4ccccc4c3)CC2)s1 | ? | . | -7 | -1% | 12 | 5.2µM* | 0%
O=C(CN1C(=O)CCC1=O)Nc1nc(-c2ccc(Oc3ccccc3)cc2)cs1 | ? | 19% | 22 | -2% | 14 | 27% | -1%
CCN(c1ccccc1)S(=O)(=O)c1ccc(C(=O)Nc2cc(C)ccn2)cc1 | ? | 16% | . | -8% | . | ? | .
CN(C)/C=N/c1nc2nccc(-c3cccc(Cl)c3)n2n1 | 5% | -24% | -18 | 0% | -2 | -1% | 0%
Cc1noc(C)c1S(=O)(=O)N1CCCC(C(=O)NCC2CCCO2)C1 (configuration not stated) | 10% | -3% | -13 | -6% | -2 | 9.3µM* | -2%
O=C(CSc1nncs1)Nc1cc(S(=O)(=O)N2CCOCC2)ccc1N1CCCC1 | -11% | 10% | . | 2% | . | ? | .
CC1=NN=C(c2ccc(N)cc2)c2cc3c(cc2C1)OCO3 | -26% | 12µM* | . | 0% | . | ? | .
CCOC(=O)N1CCN(C(=O)CCCCn2c(=S)[nH]c3ccsc3c2=O)CC1 | 0% | 2% | -13 | -27% | 6 | 0% | -7%
CC(C)Cn1c(=O)[nH]c(=O)c2c(C(F)(F)F)cc(-c3ccccc3)nc21 | ? | ? | 3 | 2% | 0 | 8.3µM* | 1%
COC(=O)C1=C(C)N(Cc2ccccc2)C(=O)N[C@H]1c1ccco1 | -2% | . | . | 0% | . | . | -1%[11.5 µM]

Quoted at random: two compounds from above, in no set order.
SMILES | HCV inhibitor | Pf growth 48h | Shiga inhibitor | Tb PYK inh | CHX counter | Pf growth 96h | LmPK inhibitor
CC1=NN=C(c2ccc(N)cc2)c2cc3c(cc2C1)OCO3 | -26% | 12µM* | . | 0% | . | ? | .
Cc1ccc(CSc2nc3c(c(=O)[nH]2)C(c2ccncc2)C2=C(CCCC2=O)N3)cc1 (configuration not stated) | ? | ? | -7 | 7% | -3 | 3% | -2%

(continued)
SMILES | HCV inhibitor | Pf growth 48h | Shiga inhibitor | Tb PYK inh | CHX counter | Pf growth 96h | LmPK inhibitor
O=C(C1CCN(c2nc3ccc(Br)cc3s2)CC1)N1CCC2(CC1)OCCO2 | 3.2µM* | 41%[activator] | 59* | 5% | 30* | 4.7µM* | 2%
CC(=O)Nc1cc2ccc(OC(C)=O)cc2oc1=O | 21% | . | -12 | -2% | -4 | ? | 7%
Cc1ccc(OCCN2CCOCC2)cc1C | 23% | 11% | 40 | -3% | 17* | ? | -9%
CCOC(=O)CN1C(=O)C(=O)N(Cc2cccc(C)c2)C1=O | 12% | 1% | 22 | -5% | 6 | -10% | 8%
CN(C)c1ccc(C(CNC(=O)c2ccccc2Br)c2c[nH]c3ccccc23)cc1 (configuration not stated) | -5% | ? | 38 | -3% | 9 | ? | 7%
Cc1ccccc1Cn1cnc2c(cnn2C(C)(C)C)c1=O | ? | 36%[activator] | -8 | 2% | -1 | 28% | 6%
Cc1ccc[n+](CC(=O)/C=C2\N(C)c3ccccc3C2(C)C)c1 | -4% | ? | -4 | 6% | -6 | 0.37µM* | -2%
O=C(O)CNS(=O)(=O)c1ccc(C2CCCCC2)cc1 | 18% | 4%[5.75 µM] | 3 | -6% | 0 | 0.47µM* | 3%
CCCCC(=O)NC(=S)NNC(=O)c1ccc(OC)cc1 | -15% | ? | 31 | ? | -1 | -12% | 3%
CC(C)Cn1c(SCC(=O)c2ccc(Cl)s2)nnc1-c1ccco1 | -16% | . | 72 | -6% | 33* | 12µM* | 0%

Compound profiles, from the list above. Order of values: HCV inhibitor | Pf growth 48h | Shiga inhibitor | Tb PYK inh | CHX counter | Pf growth 96h | LmPK inhibitor
Profile of Cc1ccc(OCCN2CCOCC2)cc1C : 23% | 11% | 40 | -3% | 17* | ? | -9%
Profile of CCCCC(=O)NC(=S)NNC(=O)c1ccc(OC)cc1 : -15% | ? | 31 | ? | -1 | -12% | 3%

From PubChem
